Screening data (PubChem)
Ins promoter up = MIN6 insulin promoter up-regulation. MIN6 insulin promoter-GFP reporter, high-content imaging; stronger effect = higher value. z-score at 5 µM. hit rate 0.3% among 190,000. AID 1625;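 active = z-score above 3 at 5 µM with at least 500 cells counted in the well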
Dynein transport = dynein cargo transport inhibition; 3617.4 mouse cells, GR-EGFP nuclear translocation imaging; test concentration mostly 20 µM; stimulated with dexamethasone, 1 µM; stronger effect = lower value; z-score, hits read low; hit rate 0.47% among 220,000;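 active = plate z-score of nuclear minus cytoplasmic receptor signal below a set negative limit, without overly bright fluorescence or cell loss, cut at about -3.5 in these data, passing the limit was not always enough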;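 also: z-score of nuclear minus cytoplasmic ring GR-EGFP intensity difference per well; some compounds called inactive have numbers as strong as hits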
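Schedule: 48 h induction, then 1 h compound, then 30 min agonist, 37 °C. Buffer or medium: tetracycline-free induction medium containing charcoal-stripped FBS. Reagent: 1.0 µM final dexamethasone stimulus. Evaluation: nuclear versus cytoplasmic GR-EGFP signal, averaged per well. Signal: high-content fluorescence imaging after fixation.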
MT stabilizer = stabilizes microtubules in HeLa cells | hit rate 0.83% among 200,000 | HeLa tubulin immunostaining HCS, 24 h; share of cells brighter than vehicle mean+2SD | AID 2205 | % tubulin-high responders, % at 10 µM;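 active = plate Z-score above 3 for both tubulin-high and condensed-nucleus cell shares, with cell loss under 80%, at 10 µM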;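 also: anti alpha tubulin signal scored within the nucleus-defined area of each cell; some results filed as inactive read as strong as hits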
b-catenin transl = alters nuclear translocation of beta-catenin in HeLa cells | immunofluorescence imaging | nuclear translocation activity, % at 5 µM | hit rate 0.3% among 190,000;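 active = nuclear translocation activity above 50% at 5 µM, with a well cell count of 50 or more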;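 also: per-cell ratio of nuclear to cytoplasmic median beta-catenin stain intensity; plate controls were DMSO negative control for no effect and GSK-3 inhibitor IX positive control for full effect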
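test system = HeLa cells, endogenous beta-catenin | dosing = single 5 µM dose plus 0.02–20 µM confirmation series | times = compound treatment 24 h, 37°C, 5% CO2 | technique = beta-catenin immunofluorescence imaging with DAPI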
Autophagy HCS = alters autophagy in cells | AID 463193 | calls only at 10 µM (by protocol) | MEF GFP-LC3 puncta imaging; test concentration mostly 10 µM | hit rate 0.98% among 190,000;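 active = percentage of spot-positive cells more than 3 SD above its plate mean, without a fluorescence outlier flag or 80% toxicity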;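 also: spot-positive cell cutoff set from DMSO-treated cells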
NOD2 inhibition = inhibition of NOD2-driven NF-kB reporter – cell-based, luminescence, uHTS, HEK293 (AID 1566). HEK293 NOD2/NF-kB luciferase reporter, luminescence; higher % means a stronger effect. inhibition, % at 4 µM; hits with a dose series show EC50 in µM. hit rate 0.63% among 290,000; in the data active = inhibition above about 50%; also: many of its hits are not listed in these tables
WT yeast gro inh = growth inhibition of WT yeast, mitochondrial fusion screen | mitochondrial fusion phenotypic screen, WT strain | inhibition, % at 10 µM | hit rate 2.1% among 190,000 | AID 1362; in the data active = inhibition above about 58%; tested in S. cerevisiae
Hep lipid drop = modulators of hepatic lipid droplet formation. AML12 mouse hepatocytes, oleate lipid droplets, BODIPY imaging. inhibition, % at 6.5 µM. hit rate 0.4% among 240,000;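 active = lipid droplet intensity inhibited by at least 50%, with more than 500 cells counted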
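material = mouse AML12 hepatocyte cell line, fixed after treatment | also added = 100 µM oleic acid challenge | doses = compound at 6.5 µM only | schedule = overnight exposure | technique = Image-based BODIPY and DAPI two-channel analysis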
Yfh1-depleted yeast = mitochondrial function rescue without frataxin homolog – Friedreich's ataxia, plus single-dose screen, dose response (AID 1465) | fold induction at 50 µM, or EC50 in µM where a hit was titrated | hit rate 0.074% among 220,000 | S. cerevisiae Yfh1-off respiration, WST-1 reduction, 72 h; higher fold induction means a stronger effect;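 active = fold induction of absorbance versus untreated yeast above a set limit, then at least 30% activation at any dose in follow-up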;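 also: activators that raise dye reduction in frataxin-depleted yeast; strong numbers were not always called active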
WT yeast gro inh mutant strain = recorded beside WT yeast gro inh, whose call it bears; inhibition, %; mitochondrial fusion phenotypic screen, mutant strain inhibition
Dynein transport cytoplasmic EGFP = further read-out of Dynein transport, marked with its call; z-score; measured here: cytoplasmic GR-EGFP intensity; stronger effect = higher value
Dynein transport nuclear GR-EGFP = recorded beside Dynein transport, whose call it bears; z-score; measured here: nuclear GR-EGFP intensity;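 lower value marks the stronger effect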
Dynein transport cell count = further read-out of Dynein transport, marked with its call; z-score; measured here: cell count per field
Ins promoter up cell count = further read-out of Ins promoter up, marked with its call; cell count; measured here: cytotoxicity, nuclei count;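 total cells summed across four imaged fields per well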
Hep lipid drop cells 6.5 µM = further read-out of Hep lipid drop, marked with its call; cell count; measured here: cell count, cytotoxicity flag;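 cells counted across two imaged fields per well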
b-catenin transl cell count 5 µM = second read-out of b-catenin transl, no call of its own (marks repeat the call); cell count; measured here: cell count, cytotoxicity flag
MT stabilizer Hoechst-high % = recorded beside MT stabilizer, whose call it bears; % Hoechst-high responders; measured here: nuclear condensation Hoechst responders;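 share of cells brighter than vehicle mean plus two SD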
MT stabilizer cytotoxicity % = also measured in MT stabilizer; calls as there; toxicity, %; measured here: cytotoxicity by cell density;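 0% = mean cell density of plate MIN control wells and 100% = no cells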
Autophagy HCS cell loss 18 h = also measured in Autophagy HCS; calls as there; toxicity, %; measured here: cell loss, nuclei count;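 cell loss after 18 h compound exposure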
Numbers without * were called inactive; i = inactive; . = not tested or not shown. Some of the compounds tested; count on the stated rates, not on these rows.

SMILES | Ins promoter up | Ins promoter up cell count | Dynein transport | Dynein transport cytoplasmic EGFP | Dynein transport nuclear GR-EGFP | Dynein transport cell count | MT stabilizer | MT stabilizer Hoechst-high % | MT stabilizer cytotoxicity % | b-catenin transl | b-catenin transl cell count 5 µM | Autophagy HCS | Autophagy HCS cell loss 18 h | NOD2 inhibition | WT yeast gro inh | WT yeast gro inh mutant strain | Hep lipid drop | Hep lipid drop cells 6.5 µM | Yfh1-depleted yeast
Cc1ccc(S(=O)(=O)N2CCCC2C(=O)Nc2nc3c(s2)CCCC3)cc1 (stereo not drawn) | -0.27 | 1899 | -1 | -0.3 | -0.55 | 0.47 | 2.8 | 2.0 | 7.4 | -0.3 | 1051 | i | 3 | 16% | 6 | 8 | -3 | 685 | i
COc1cccc(CNC(=O)CN2C(=O)CC(c3ccccc3)=Nc3ccccc32)c1 | 0.5 | 1773 | 2.2 | -0.19 | 1.7 | -1.5 | 2.5 | 1.8 | 14 | 0.2 | 917 | i | -9 | -12% | 6 | -3 | 0 | 709 | i
Cc1ccc(SCC(=O)Nc2cccc(C(=O)NC(C)(C)C)c2)cc1 | . | . | -0.32 | -0.23 | -0.48 | 0.038 | 0.8 | 1.4 | 9.5 | . | . | i | -11 | 2% | 27 | 15 | . | . | i
CN(C)c1ccc(NC(=S)NC(=O)/C=C/c2ccc(Cl)cc2)cc1 | 0.08 | 1950 | 0.44 | -0.2 | -0.083 | 0.28 | 2.8 | 2.4 | 4.1 | -2.3 | 1108 | i | -19 | 3% | 19 | 23 | 29 | 568 | i
O=C(NCc1ccncc1)Nc1cc(Cl)ccc1Cl | -0.75 | 1349 | -0.12 | -0.29 | 0.21 | 0.11 | 2.6 | 1.1 | 5.3 | 0.4 | 1016 | i | 21 | 8% | 4 | 11 | 14 | 678 | i
O=C(NNc1ccccc1)C(CCO)C(=O)NNc1ccccc1 | 1.3 | 1532 | 0.95 | -0.26 | 0.93 | -0.63 | 3.9 | 3.0 | 4.1 | -2.7 | 1055 | i | 6 | -80% | 27 | 31 | 21 | 690 | i
CC(=O)c1cccc(NC(=O)Cc2coc3cc4c(cc23)CCC4)c1 | . | . | 1.1 | -0.22 | 0.42 | -0.89 | 4.3 | 2.4 | 1.7 | 1.2 | 971 | i | 3 | 6% | 7 | -6 | 11 | 698 | i
Cc1ccc2c(c1)N(CC(=O)N(Cc1ccccn1)Cc1ccco1)C(=O)C(C(C)C)O2 (stereo not drawn) | . | . | 0.046 | -0.12 | 0.41 | -0.24 | 2.5 | 1.7 | 4.5 | 0.6 | 1003 | i | -4 | 17% | 18 | -3 | -15 | 705 | i
CC(=O)Nc1nc2ccc(C(=O)NCCOC(=O)C3CCCCC3)cc2s1 | -0.74 | 1463 | -0.47 | -0.21 | 0.18 | 0.65 | 3.1 | 1.4 | 6.8 | 0.2 | 1473 | i | -2 | 11% | 2 | -7 | -7 | 650 | i
CC(C)OCCCN1C=C2C(=O)C(C)(OC(=O)CCc3ccccc3)C(=O)C=C2C=C1c1ccc(C#N)cc1 (stereo not drawn) | 0.01 | 1050 | -0.2 | -0.73 | -0.043 | -0.28 | . | . | . | -1.1 | 1200 | . | . | 13% | . | . | 12 | 734 | i
C#CCn1c(=NC(=O)CN2C(=O)CCC2=O)sc2cccc(OC)c21 | -0.66 | 1095 | 0.2 | -0.21 | 0.053 | 0.048 | . | . | . | 0.4 | 1259 | . | . | 11% | . | . | 24 | 690 | i
CCOc1ccc(C2NC(=S)NC3=C2CCc2ccccc23)cc1 (stereo not drawn) | 0.43 | 1165 | -0.064 | -0.27 | -0.44 | 1.4 | . | . | . | -1.2 | 1314 | . | . | -21% | . | . | -6 | 635 | i
COc1cc(OC)cc(C(=O)NNC(=O)c2ccccc2Br)c1 | -0.11 | 1448 | 1 | -0.031 | 0.79 | -1.2 | 9.8 | 1.1 | 6.8 | -2.2 | 1098 | i | 7 | 16% | -4 | 3 | -8 | 616 | i
CCOc1ccc(-c2cc(C(=O)NN)[nH]n2)cc1 | 0.28 | 1233 | -0.73 | -0.19 | -0.56 | -0.021 | 3.1 | 2.1 | 4.7 | . | . | i | 1 | 0% | 0 | -10 | -4 | 589 | .
O=[N+]([O-])c1cc(Cl)ccc1N1CCCC1 | 0.21 | 1461 | -0.33 | -0.21 | 0.18 | 0.4 | 3.5 | 1.4 | 5.9 | -0.6 | 1022 | i | -19 | 6% | -6 | 2 | 6 | 710 | i
COc1ccccc1-c1ccc(NC2CCCCC2)nn1 | -0.75 | 796 | -0.29 | -0.27 | 0.67 | 0.051 | 5.3 | 2.0 | 4.9 | -4.0 | 1079 | i | -2 | -50% | 10 | 5 | -32 | 706 | i
O=[N+]([O-])c1cccc(S(=O)(=O)c2ccc(NCCO)c([N+](=O)[O-])c2)c1 | -1.7 | 1303 | -0.3 | -0.23 | 0.0062 | 0.14 | 2.2 | 2.3 | 9.4 | 0.9 | 1148 | i | -2 | 6% | -7 | 0 | 3 | 698 | i
Cc1cc2ccccc2c(=O)n1CC(=O)NCCC1=CCCCC1 | 2.1 | 1260 | -0.6 | -0.26 | -0.48 | 0.71 | 5.0 | 1.5 | 6.9 | 0.0 | 1006 | i | -5 | -7% | -7 | -6 | 6 | 744 | i
O=C(Cc1ccc(Br)cc1)N/N=C/c1ccc(-c2cccc(C(=O)O)c2)o1 | -0.86 | 1372 | -0.77 | -0.15 | -0.4 | 0.78 | . | . | . | -0.5 | 1245 | . | . | 7% | . | . | . | . | i
NS(=O)(=O)c1cccc(NC(=O)c2cc3ccccc3o2)c1 | -0.04 | 1472 | -0.32 | -0.26 | -0.19 | 0.82 | 3.3 | 1.3 | 1.2 | 0.0 | 1001 | i | -4 | -10% | -2 | 11 | 0 | 663 | i
CCOC(=O)c1c(-c2ccc(OC)cc2)csc1NC(=O)CNCc1ccco1 | -0.36 | 1356 | 1.2 | -0.2 | 0.92 | 0.064 | 1.9 | 2.2 | 14 | 0.1 | 1317 | i | -27 | 27% | 27 | 38 | . | . | i
CN(C)C(=O)COc1ncnc2scc(-c3ccc(F)cc3)c12 | 0.16 | 1195 | -0.051 | -0.28 | -0.14 | -0.19 | 3.7 | 2.4 | 8.3 | -3.8 | 1097 | i | -2 | -2% | 7 | -4 | -9 | 674 | i
CC(C)C(OC(=O)c1ccccc1)c1nccc2ccccc12 (stereo not drawn) | -0.96 | 1229 | -0.1 | 0.32 | 0.49 | 0.26 | . | . | . | 0.9 | 1230 | . | . | -85% | . | . | -11 | 811 | i
O=C(c1cc([N+](=O)[O-])ccc1N1CCOCC1)N1CCCC1 | 0.4 | 1160 | -0.72 | -0.31 | -0.62 | 0.53 | 3.0 | 2.9 | 2.4 | -1.4 | 583 | i | 19 | 5% | -7 | -9 | -2 | 704 | i
Cc1cc(OC(=O)c2c(F)cc(F)cc2F)nc(C)n1 | -0.66 | 1315 | 1 | -0.35 | 0.038 | -0.34 | 10 | 1.4 | 3.5 | 1.9 | 1069 | i | -2 | 20% | 8 | -4 | -5 | 710 | i
O=S(=O)(Nc1cccc(-c2cn3ccsc3n2)c1)c1ccc(F)cc1 | . | . | -0.013 | -0.31 | 0.056 | 0.018 | 6.6 | 3.9 | 3.4 | -4.6 | 1215 | i | -3 | 14% | -4 | 11 | 2 | 777 | i
Cn1c(CC(=O)NC(C)(C)CO)c(Sc2ccccc2)c2ccccc21 | 0.13 | 1329 | 0.18 | -0.28 | 0.13 | 1.2 | 1.9 | 1.6 | 11 | -3.5 | 548 | i | 33 | 5% | -3 | -2 | -4 | 656 | i
FC(F)(F)c1cc(Oc2ccc(Cl)cc2)nc(-c2ccccn2)n1 | . | . | -0.59 | -0.21 | -0.63 | 1.3 | 0.9 | 1.3 | 6.8 | . | . | i | -3 | 23% | 4 | 17 | . | . | i
N#CN(Cc1ccccc1)Cc1ccccc1 | 0.21 | 1391 | -0.61 | -0.24 | -0.31 | 0.2 | . | . | . | -1.6 | 1056 | . | . | -12% | . | . | 0 | 708 | i
Cn1nnc2cc(C(=O)NC3CCCCC3)ccc21 | -0.01 | 1264 | 2 | -0.2 | 0.84 | -0.94 | 2.9 | 1.5 | 5.2 | -1.3 | 1125 | i | 2 | 0% | -8 | 2 | 3 | 765 | i
S=C(c1cn(CCOc2cccc3ccccc23)c2ccccc12)N1CCCC1 | -2.1 | 617 | 2.2 | 0.15 | 0.65 | -0.95 | 2.3 | 1.5 | 3.2 | 0.3 | 585 | i | 3 | 7% | 31 | 21 | -42 | 708 | i
O=C(Cc1cccs1)N=Nc1c(O)[nH]c2ccc(Br)cc12 | 0.39 | 1410 | 0.13 | -0.22 | 0.042 | -0.56 | . | . | . | -0.6 | 1291 | . | . | -2% | . | . | . | . | i
COC(=O)[C@H](C)NC(=O)Nc1ccc(OC)cc1OC | 0.78 | 1195 | -0.5 | -0.21 | 0.079 | 0.37 | 2.1 | 1.2 | 6.9 | 1.4 | 1133 | i | 48 | 9% | 0 | 4 | . | . | i
